Compound activity from PubChem.
NSD2 inh: NSD2 histone methyltransferase inhibitors, primary screen, biochemical, AlphaScreen, single concentration, set 2; NSD2 peptide methylation, 120 min; inhibition, % at 12.5 µM; actives 0.54% (n = 310,000); in the data active = inhibition above about 50%
Target sequence (O96028 whole entry, looked up): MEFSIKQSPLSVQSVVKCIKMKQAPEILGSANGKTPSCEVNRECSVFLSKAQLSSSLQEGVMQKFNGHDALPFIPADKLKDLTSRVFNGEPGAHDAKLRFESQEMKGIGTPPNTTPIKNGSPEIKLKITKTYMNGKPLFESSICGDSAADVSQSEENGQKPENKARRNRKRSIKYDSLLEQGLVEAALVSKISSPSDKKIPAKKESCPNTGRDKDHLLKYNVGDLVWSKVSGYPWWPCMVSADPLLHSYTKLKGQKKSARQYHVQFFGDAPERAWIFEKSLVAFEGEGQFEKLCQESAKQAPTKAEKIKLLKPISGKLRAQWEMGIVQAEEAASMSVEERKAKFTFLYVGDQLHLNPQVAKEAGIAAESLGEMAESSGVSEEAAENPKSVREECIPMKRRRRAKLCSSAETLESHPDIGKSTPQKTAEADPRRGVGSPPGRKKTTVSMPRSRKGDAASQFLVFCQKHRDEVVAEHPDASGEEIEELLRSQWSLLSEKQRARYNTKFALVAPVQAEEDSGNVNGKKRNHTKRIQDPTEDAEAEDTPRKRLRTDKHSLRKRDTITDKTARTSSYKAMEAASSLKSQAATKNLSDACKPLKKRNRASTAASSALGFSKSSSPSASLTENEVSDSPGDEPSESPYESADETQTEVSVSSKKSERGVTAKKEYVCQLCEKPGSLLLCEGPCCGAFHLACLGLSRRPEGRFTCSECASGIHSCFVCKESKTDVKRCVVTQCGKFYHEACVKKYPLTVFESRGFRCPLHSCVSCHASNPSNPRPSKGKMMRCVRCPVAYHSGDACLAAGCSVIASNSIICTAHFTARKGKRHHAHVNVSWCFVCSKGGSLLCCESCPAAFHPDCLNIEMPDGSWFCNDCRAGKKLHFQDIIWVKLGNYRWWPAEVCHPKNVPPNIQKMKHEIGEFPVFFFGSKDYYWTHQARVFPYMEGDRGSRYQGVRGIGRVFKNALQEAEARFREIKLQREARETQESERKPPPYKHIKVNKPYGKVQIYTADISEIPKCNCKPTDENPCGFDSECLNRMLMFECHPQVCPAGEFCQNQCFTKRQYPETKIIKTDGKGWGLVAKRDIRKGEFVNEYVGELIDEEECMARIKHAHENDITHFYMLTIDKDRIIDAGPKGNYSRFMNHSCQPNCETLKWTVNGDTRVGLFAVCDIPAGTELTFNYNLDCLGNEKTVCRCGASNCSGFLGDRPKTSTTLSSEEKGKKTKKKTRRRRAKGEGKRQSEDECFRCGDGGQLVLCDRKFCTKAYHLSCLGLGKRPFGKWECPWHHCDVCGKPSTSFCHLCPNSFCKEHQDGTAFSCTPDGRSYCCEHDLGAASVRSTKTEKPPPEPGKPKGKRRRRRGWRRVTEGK
An asterisk follows results filed as active. Only part of the results is shown; rates above refer to the full screens.

SMILES | NSD2 inh
COc1ccc(/C=C/C(=O)OCC(=O)Nc2cc3oc4ccccc4c3cc2OC)cc1 | -3
Cc1ccc(CN[C@@H]2CC[C@@]34CCCN3C(=O)CCC[C@H]4C2)o1 | -2
Cc1ccc(Cl)cc1NC(=O)COC(=O)c1ccc(COc2ccc3c(C)cc(=O)oc3c2)cc1 | 1
CCc1nc2ccc(C(=O)N3CCN(C(C)=O)CC3)cn2c1N(CC)C(C)=O | -2
CC(=O)c1cccc(-c2ccnc3c2CC(C(=O)Nc2ccc(Cl)c(C(F)(F)F)c2)O3)c1 (stereo not drawn) | -2
CNc1cncc(-c2ccc(CN3CCOCC3)cc2)n1 | -2
CCOC(=O)C1CCCN(C(=O)c2cccs2)CC1 (stereo not drawn) | -2
O=C(NCC(c1ccccc1)c1ccccc1)[C@H](Cc1ccccc1)NC1(C(=O)NC2CCCCC2)CCCC1 | -1
O=C(N/C(=C\c1cn(-c2ccccc2)nc1-c1ccc(Cl)cc1)C(=O)N1CCOCC1)c1ccccc1 | 8
Cc1ccc(Cn2cc(COC(=O)N3CCCC3)nn2)cc1 | 0
CC1(C(=O)NS(=O)(=O)C2CC2)CCCN(C(=O)CSc2ccccc2)C1 (stereo not drawn) | -2
CCN(CC)C(=O)c1cccc(-c2csc(C(C)(O)c3ccc(F)c(F)c3)n2)c1 (stereo not drawn) | -2
O=C(c1cc(C(=O)N2CCOCC2)c2nc3ccccc3n2c1)c1ccccc1O | 6
COc1cc(/C=N/Nc2ccccc2)ccc1OC(=O)c1cccs1 | -3
COc1cc(CNc2ncnc3c2ncn3[C@H]2CN(Cc3ccncc3)C[C@@H](CO)O2)cc(OC)c1OC | -1
COc1ccc(CN2C[C@@H](CO)O[C@@H](n3cnc4c(NCc5cc(OC)c(OC)c(OC)c5)ncnc43)C2)cc1 | -1
COCCn1c(-c2ccccc2)nc2c(c(=O)c3ccccc3n2C)c1=O | -1
COc1cccc(Cn2cc(COC(=O)N(C)Cc3ccccc3)nn2)c1 | 0
COc1ccc(-c2csc(C(O)c3ccc(F)c(F)c3)n2)cn1 (stereo not drawn) | -3
C=CCN(C)C(C#Cc1ccccc1)Cc1ccccc1 (stereo not drawn) | 0
CCNC(=O)C1(C)CCN(C(=O)c2cccc(Cl)c2)C1 (stereo not drawn) | -5
O=C(NCc1cccc2ccccc12)C1CCCN(c2nc3ccccc3o2)C1 (stereo not drawn) | -9
N#C/C(=C\c1ccc(-c2cccc([N+](=O)[O-])c2)o1)c1nnc(N2CCOCC2)n1-c1ccccc1 | -2
Cc1nc2c(OCc3ccc(C(F)(F)F)cc3)cccn2c1N(C)CC1CC1 | 3
CCOc1ccc(C(=O)N/N=C/c2c(C)[nH]c(=O)[nH]c2=O)cc1 | -3
O=C(Nc1cccc(OC(F)(F)F)c1)c1cccc2c(-c3cccnc3)coc12 | -1
CC(=O)N1c2cc(S(=O)(=O)N3CCN(c4ccccc4F)CC3)c(Br)cc2CC1C (stereo not drawn) | -15
CC1(C(=O)Nc2cnc3ccccc3c2)CCN1Cc1ccc2ccccc2c1 (stereo not drawn) | -2
Cc1noc(C)c1C(=O)N1CCC(n2nnc3ncccc32)CC1 | -2
CCCNC(=O)C1(C)CCN(Cc2ccc(C)c3ccccc23)C1 (stereo not drawn) | 3
O=C(NCc1cccc(C(F)(F)F)c1)c1ccc2sc([C@H]3C[C@H](O)[C@@H](CO)O3)nc2c1 | -1
CC(C)(C)n1nc(C2CC2)c(Br)c1NC(=O)c1ccccc1Cl | 0
O=[N+]([O-])c1ccc2[nH]ccc2c1 | 1
O=C1Nc2cnc(Cl)nc2Nc2ccccc21 | 7
CN1CCCCC1(C)C(=O)NCc1cc(Cl)ccc1F (stereo not drawn) | 3
CCc1nc2ccc(C(=O)N3CCN(C(C)=O)CC3)cn2c1N(C=O)Cc1ccc(OC)cc1 | -2
COc1ccc(NC(=O)N2CCC(c3nc4ccc(Cl)cc4[nH]3)CC2)cc1OC | 9
CCc1nc2c(OCc3c(C)noc3C)cccn2c1N(C=O)Cc1ccccc1 | -4
CC1(C(=O)NS(=O)(=O)c2cccc(F)c2)CCN1C(=O)CC1CCCC1 (stereo not drawn) | -2
COc1cc(-c2cnc3c(NC=O)cc(-c4cccc(C(F)(F)F)c4)cn23)cc(OC)c1OC | -3
CCC(C)CN1C(=O)CN(S(C)(=O)=O)CC1(C)C(=O)Nc1c(C)cccc1C (stereo not drawn) | -1
Cc1cc(C(=O)N2CCC2(C)C(=O)O)nn1C(C)(C)C (stereo not drawn) | 0
Nn1c(SCC(=O)N2c3ccccc3Sc3ccc(Cl)cc32)nnc1-c1cc(-c2ccc(F)cc2)n[nH]1 | 6
COC(=O)C1=CN(c2ccc(C)cc2)C(N)=C(C#N)C1c1ccc(OC)cc1 (stereo not drawn) | -5
CCC(=O)N1CCC1(C)C(=O)Nc1cccc2cccnc12 (stereo not drawn) | 1
COc1ccc(C(C#N)=C2C=CC(=NO)c3ccccc32)cc1 | 23
Nc1cc(Cl)ccc1CN1C(=O)c2ccccc2C1=O | 2
C(=N\Nc1nc(-c2ccccn2)nc2ccccc12)/c1ccccc1 | 0
CCCCC[C@H](O)/C=C/[C@@H]1[C@H]2C/C(=C/CCCC(=O)O)O[C@H]2C[C@H]1O | -4
CC(C)N(C)c1ncnc2c1ncn2[C@H]1CN(Cc2ccco2)C[C@@H](CO)O1 | -3
CCc1nc2c(OCc3ccccc3)cccn2c1N(Cc1ccccc1)C(C)=O | 0
Cc1ccccc1-c1cnc(C(O)c2ccc(-c3ccccc3)cc2)[nH]1 (stereo not drawn) | 10
CCc1nc2ccc(C(=O)Nc3cccc(NS(C)(=O)=O)c3)cn2c1N(CCC(C)C)CCN(C)C | -2
CC(C)N(c1ccccc1)c1ccc(NC(=O)[C@@H]2O[C@H](CO)[C@H](O)[C@H](O)[C@H]2O)cc1 | -1
COc1ccc(C(NC(=O)C2CCN(Cc3ccc(Oc4ccccc4)cc3)CC2)c2ccccc2C)cn1 (stereo not drawn) | 1
COCCCNc1ccn2nc(-c3ccc(OCc4ccccc4)cc3)cc2n1 | -3
COc1cc(NS(=O)(=O)c2ccc(NC(=O)c3ccc(S(=O)(=O)N4CCCC4)cc3)cc2)ncn1 | 1
COc1ccc(NC(=O)c2cc(C3CCCCN3C(=O)c3cccs3)on2)c(C)c1 (stereo not drawn) | -2
CC(=O)Nc1cccc(-c2ccnc3c2CC(C(=O)NCCN(C)C)O3)c1 (stereo not drawn) | 2
CCCC1CCC2(CC1)CCC2OC(=O)Nc1ccccc1C (stereo not drawn) | -6
Additional entries follow.
SMILES | NSD2 inh
COCCNC(=O)C1(C)CCN(Cc2noc(-c3c(C)noc3C)n2)C1 (stereo not drawn) | -2
O=C(Nc1cccc(S(=O)(=O)C(F)(F)F)c1)[C@H]1C[C@H](O)[C@@H](CO)O1 | -3
CNc1nc(Oc2cccc(NC(C)=O)c2)c2sccc2n1 | 10
CC(=O)c1ccc(-c2cnc3c(NC=O)cc(-c4ccc(C(=O)NC5CC5)cc4)cn23)cc1 | -1
Cc1ccc(C(=O)Nc2nc(C(N)C(C)C)cs2)cc1 (stereo not drawn) | -1
O=C(CSc1nnc(COc2ccccc2)n1-c1ccc(Cl)cc1)Nc1ccccc1-c1ccccc1 | -2
COC(=O)[C@@]12C[C@@H](CC(=O)NCc3ccccc3)C(=O)N(CCc3ccc(OC)c(OC)c3)C1=CCC(C)(C)C2 | 0
CC1(C(=O)Nc2ccc(Cl)c(Cl)c2)CCN1C(=O)CC(c1ccccc1)c1ccccc1 (stereo not drawn) | -3
CCCCC(=O)N(C)c1c(CC)nc2c(OCC(=O)C(C)(C)C)cccn12 | -6
CCc1nc2c(OCCC3CCCCC3)cccn2c1N(C)C(=O)c1ccccc1F | -1
COc1ccc(NC(=O)N2CCC(N(C)CCC(C)C)CC2)cc1OC | 2
O=C(Nc1ccc(C(O)(C(F)(F)F)C(F)(F)F)cc1)c1c(F)cccc1F | 0
CCOC(=O)C1(C)CCN1C(=O)c1cc(-c2ccc(Cl)cc2)oc1C (stereo not drawn) | -1
COc1ccc(OC(F)(F)F)cc1CC1(C)C(=O)Nc2ccc(-c3ccsc3)cc21 (stereo not drawn) | 4
COC(=O)C1=CN(c2ccc(OC)cc2OC)C(N)=C(C#N)C1c1cccc([N+](=O)[O-])c1 (stereo not drawn) | -3
CCCCc1ccc2nc(NC(=O)c3ccco3)sc2c1 | -3
COCCNc1nc(Oc2cccc(NC(C)=O)c2)c2sc(-c3ccccc3)cc2n1 | 0
OC(c1ccc(F)cc1)c1nc(-c2cccs2)cs1 (stereo not drawn) | -2
O=C(Cn1nc(-c2ccccc2)ccc1=O)NCCc1ccc(F)cc1 | -15
CC1(C(=O)Nc2ccc3c(c2)OCCO3)CCN1C(=O)c1cccc(F)c1 (stereo not drawn) | 0
O=C(NCc1ccncc1)c1ccc(-c2ccc(F)c(F)c2)c2ccoc12 | 2
O=C(CSc1nc2[nH]ncc2c(=O)[nH]1)Nc1nccs1 | -3
COc1ccc(-c2cscc2N)cc1 | 4
COc1cccc(NC(=O)CSc2nnc(-c3ccoc3C)n2-c2ccccc2)c1 | -1
CCCS(=O)(=O)NC(=O)C1(C)CCCN(C(=O)c2nc3ccccc3s2)C1 (stereo not drawn) | -7
CCOC(=O)C1(C)CCN1C(=O)c1cccc2ccccc12 (stereo not drawn) | 0
CCCCN1C(=O)C(CC(=O)NCCCCc2ccccc2)CC(C(=O)N2CCCCCC2)=C1C (stereo not drawn) | 0
CC(C)(C(=O)N1CCC1(C)C(=O)NS(=O)(=O)c1ccc(Br)cc1)c1ccccc1 (stereo not drawn) | -1
Cc1ccnc(NC(=O)c2cccc(NC(=O)c3cccc(Cl)c3)c2)c1 | -1
Cn1nc(-c2ccccc2)cc1NC(=O)[C@@H]1O[C@H](CO)[C@H](O)[C@H](O)[C@H]1O | 1
CCCCNC(=O)C1(C)CCCCN1C(=O)c1cncc(Br)c1 (stereo not drawn) | -3
O=C(NC1CCCC1)C1CCN(S(=O)(=O)c2ccc3[nH]c(=O)oc3c2)CC1 | -5
COc1cccc(-c2cc3nc(NCc4ccc(C)cc4C)n(C)c(=O)c3s2)c1 | 0
Cc1ccc(S(=O)(=O)N2CCCC2C(=O)N2CCc3ccccc3C2)cc1C (stereo not drawn) | 0
COc1cccc(-c2[nH]nc3c2C(c2ccc(C)o2)C(C#N)=C(N)O3)c1 (stereo not drawn) | 5
N#Cc1ccc(C(=O)N2CCCCC2c2cc(C(=O)NCc3ccccc3)no2)cc1 (stereo not drawn) | 1
Cc1ccc(NC(=O)CN2C(=O)CCSc3ccccc32)c(C)c1 | -4
NC(Cc1ccccc1)c1csc(Nc2ccc(C(=O)NCCCO)cn2)n1 (stereo not drawn) | -1
COc1ccc(NC(=O)Nc2nnc([C@H]3C[C@H](O)[C@@H](CO)O3)s2)cc1 | 3
O=C(NCc1ccco1)C1CCCN(S(=O)(=O)c2cccc3nonc23)C1 (stereo not drawn) | 14
COC(=O)C1=C(C)N(Cc2ccccc2C(F)(F)F)C(=NCc2ccccc2)NC1CCc1ccccc1 (stereo not drawn) | 3
COc1cc(C(=O)N2CCCCC2c2cc(C(=O)NC(C)C)no2)cc(OC)c1C (stereo not drawn) | 5
CC(=O)c1ccc(-c2cnc3c(NC=O)cc(-c4cnn(C)c4)cn23)cc1 | 8
CCc1nc2c(OCC(N)=O)cccn2c1N(C)C(=O)C(C)C | 1
CN1CCN(C(c2ccc(C(F)(F)F)cc2)c2cc(Cl)c3cccnc3c2O)CC1 (stereo not drawn) | 0
COc1ccc(CC(N)c2csc(NC(=O)CCc3ccccc3)n2)cc1 (stereo not drawn) | 1
COc1ccc(-c2csc(C(NC(C)=O)c3cccc(F)c3)n2)cc1 (stereo not drawn) | -1
CCN(CC)S(=O)(=O)c1cccc(C(=O)N[C@@H](C)c2nc3ccccc3[nH]2)c1 | -3
S=c1[nH]nc(-c2n[nH]c3c2CCC3)n1N=Cc1ccc(Br)s1 | 13
Cn1c(=O)c(=O)n(C)c2cc(S(=O)(=O)N3CCN(CCO)CC3)ccc21 | 9
CN1NC(=O)c2ccccc2NC1=S | -3
OC(c1ccc(Cl)c(Cl)c1)c1ncc(-c2ccc(C(F)(F)F)cc2)[nH]1 (stereo not drawn) | 0

Structural class: the compounds so far with a Cl atom.
SMILES | NSD2 inh
Cc1ccc(Cl)cc1NC(=O)COC(=O)c1ccc(COc2ccc3c(C)cc(=O)oc3c2)cc1 | 1
CC(=O)c1cccc(-c2ccnc3c2CC(C(=O)Nc2ccc(Cl)c(C(F)(F)F)c2)O3)c1 (stereo not drawn) | -2
O=C(N/C(=C\c1cn(-c2ccccc2)nc1-c1ccc(Cl)cc1)C(=O)N1CCOCC1)c1ccccc1 | 8
CCNC(=O)C1(C)CCN(C(=O)c2cccc(Cl)c2)C1 (stereo not drawn) | -5
CC(C)(C)n1nc(C2CC2)c(Br)c1NC(=O)c1ccccc1Cl | 0
O=C1Nc2cnc(Cl)nc2Nc2ccccc21 | 7
CN1CCCCC1(C)C(=O)NCc1cc(Cl)ccc1F (stereo not drawn) | 3
COc1ccc(NC(=O)N2CCC(c3nc4ccc(Cl)cc4[nH]3)CC2)cc1OC | 9
Nn1c(SCC(=O)N2c3ccccc3Sc3ccc(Cl)cc32)nnc1-c1cc(-c2ccc(F)cc2)n[nH]1 | 6
Nc1cc(Cl)ccc1CN1C(=O)c2ccccc2C1=O | 2
O=C(CSc1nnc(COc2ccccc2)n1-c1ccc(Cl)cc1)Nc1ccccc1-c1ccccc1 | -2
CC1(C(=O)Nc2ccc(Cl)c(Cl)c2)CCN1C(=O)CC(c1ccccc1)c1ccccc1 (stereo not drawn) | -3
CCOC(=O)C1(C)CCN1C(=O)c1cc(-c2ccc(Cl)cc2)oc1C (stereo not drawn) | -1
Cc1ccnc(NC(=O)c2cccc(NC(=O)c3cccc(Cl)c3)c2)c1 | -1
CN1CCN(C(c2ccc(C(F)(F)F)cc2)c2cc(Cl)c3cccnc3c2O)CC1 (stereo not drawn) | 0
OC(c1ccc(Cl)c(Cl)c1)c1ncc(-c2ccc(C(F)(F)F)cc2)[nH]1 (stereo not drawn) | 0
